Compound activity as filed in PubChem BioAssay.
NCI-60 one-dose screen, 48 h, at 10 µM unless noted. Numbers give growth in % (100 = growth as untreated, 0 = no growth, -100 = all killed).
NCI/ADR-RES = NCI/ADR-RES ovarian cells; 4.4% of 81,000 active
A498 = A498 renal cancer cells; 5.4% of 76,000 active
ACHN = ACHN renal cancer | 4.9% of 81,000 active
RXF 393 = RXF 393 renal cancer cells. 6.9% of 77,000 active. AID 1794773
NCI-H460 = NCI-H460 lung cancer. 6.8% of 82,000 active
NCI-H522 = NCI-H522 lung cancer | 8% of 78,000 active
CAKI-1 = CAKI-1 renal cancer; 4.7% of 75,000 active
NCI-H226 = NCI-H226 lung cancer; AID 1794732; 3.5% of 79,000 active
NCI-H23 = NCI-H23 lung cancer; 4% of 80,000 active; AID 1794731
Starred values were filed as active, the others as inactive; . = no result given. The calls were made as follows: active = growth percent below 10; inactive = the rest. Compounds as they come. About 12% of those tested had a hit in this group.

[1] Clc1ccc(-c2nc3ccccc3[nH]2)c(Cl)c1
[2] CCCN1C(=O)/C(=C(\C#N)C(=O)Nc2ccc(S(N)(=O)=O)cc2)c2cc(Cl)ccc21
[3] O=C1CC(O)(C(F)(F)C(F)(F)F)Oc2ccccc21 (stereo not given)
[4] CCOC(OC(=O)c1ccccc1)C(OCC)OC(=O)c1ccccc1 (stereo not given)
[5] CS(=O)(=O)Nc1cc(-c2ccc3ncc(C#N)c(Nc4ccc(F)c(Cl)c4)c3c2)cnc1Cl
[6] Nc1ncc(-c2ccc3ncnc(NCc4ccccc4)c3c2)cn1
assay / entry	1	2	3	4	5	6
NCI/ADR-RES	98.9	91.6	82.2	105.4	21.9	69.0
A498	107.7	.	63.4	81.5	-83.6*	22.4
ACHN	106.3	59.4	49.8	106.1	10.2	25.2
RXF 393	97.0	57.9	62.8	.	-39.2*	8.8*
NCI-H460	97.9	91.5	42.0	105.2	6.2*	44.7
NCI-H522	89.5	60.6	91.8	91.3	-18.1*	23.8
CAKI-1	76.1	72.0	65.2	104.5	4.9*	17.4
NCI-H226	87.4	.	59.9	89.5	-0.6*	33.9
NCI-H23	95.7	76.5	96.0	103.7	-11.7*	55.4

[7] NC(=O)NC(N)=S
[8] CC1C(=O)NN=C(c2ccc(N)cc2)c2cc3c(cc21)OCO3 (stereo not given)
[9] O=C(c1ccccc1)c1cc(C(=O)NCc2cccc(Cl)c2)n(Cc2ccccc2)c1-c1ccccc1
[10] Oc1cc(C(Nc2ncccn2)c2cc3c(cc2O)OCO3)ccc1F (stereo not given)
[11] CCC(C)C1CCC(O)CC1 (stereo not given)
[12] CCCCN(CCCC)C(=O)CC(C)=O
assay / entry	7	8	9	10	11	12
NCI/ADR-RES	98.6	106.2	83.1	98.4	103.1	107.2
A498	79.4	111.0	68.5	94.9	102.8	136.3
ACHN	88.5	103.1	92.0	101.5	105.2	98.7
RXF 393	116.9	116.4	80.3	99.7	107.6	109.2
NCI-H460	109.9	123.7	94.8	103.7	108.0	115.7
NCI-H522	105.4	92.6	52.8	97.6	100.7	102.4
CAKI-1	92.8	95.0	66.6	95.4	96.6	105.8
NCI-H226	105.0	94.4	86.0	84.4	101.0	86.8
NCI-H23	101.7	110.5	85.8	101.4	96.3	105.8

[13] CCC(C#N)C1=CCCCC1 (stereo not given)
[14] CCOC(=O)C(CC)(CC)C(=O)Cl
[15] O=C(CSc1nc2ccc([N+](=O)[O-])cc2[nH]1)Nc1ccc([N+](=O)[O-])cc1
[16] C=C1CC[C@@H]2[C@](C)(C=O)[C@@H](O)CC[C@@]2(C)[C@@H]1COc1ccc2ccc(=O)oc2c1
[17] O=C(NCc1cccc(C(F)(F)F)c1)C1CSC2c3ccccc3C(=O)N12 (stereo not given)
[18] Cc1ccc(NCc2nnc(-c3ccc(Cl)cc3)o2)cc1
assay / entry	13	14	15	16	17	18
NCI/ADR-RES	111.7	107.2	36.3	90.4	92.6	87.7
A498	116.2	99.7	-6.7*	74.6	103.2	116.2
ACHN	101.7	104.9	21.4	103.5	101.1	104.0
RXF 393	132.2	112.6	29.0	99.0	114.4	115.8
NCI-H460	126.0	103.0	15.4	111.5	.	106.0
NCI-H522	88.0	102.5	-3.1*	81.9	74.7	90.6
CAKI-1	97.9	86.2	12.7	90.9	97.6	101.1
NCI-H226	113.7	105.8	6.5*	103.3	100.7	89.5
NCI-H23	104.2	107.4	0.1*	86.8	100.3	90.8

[19] COc1cccc(-c2nn(-c3ccccc3)cc2-c2ccnc(N3CCN(C(=O)Nc4cc(C(F)(F)F)cc(C(F)(F)F)c4)CC3)c2)c1
[20] O=C(O)c1ccc(-c2cnc3nonc3n2)cc1
[21] N#CSc1cc(S(N)(=O)=O)ccc1N
[22] CN1C(=O)N(C)C2Nn3c(s/c(=C\c4cccnc4)c3=O)=NC21 (stereo not given)
[23] O=C(O)c1cn(C2CC2)c2cc(N3CCN(Cc4nc5c(cnn5-c5ccc(Br)cc5)c(=O)[nH]4)CC3)c(F)cc2c1=O
[24] COc1ncnc2[nH]cc(CN3CCN(c4ccc(F)cc4)CC3)c12
assay / entry	19	20	21	22	23	24
NCI/ADR-RES	53.1	104.3	108.1	97.7	103.4	.
A498	203.4	90.5	117.8	.	87.5	80.0
ACHN	52.9	89.6	111.8	107.1	88.6	104.3
RXF 393	34.4	100.2	118.9	104.1	90.7	111.2
NCI-H460	45.8	106.2	113.9	102.0	101.7	107.6
NCI-H522	46.3	84.3	.	91.6	82.3	95.1
CAKI-1	61.3	92.9	123.6	92.1	93.8	98.8
NCI-H226	38.3	97.8	107.9	106.7	96.1	103.3
NCI-H23	61.3	90.8	103.8	99.5	94.8	98.4

3 compounds already listed, sorted by heavy-atom count, smallest number first.
[12] CCCCN(CCCC)C(=O)CC(C)=O
[1] Clc1ccc(-c2nc3ccccc3[nH]2)c(Cl)c1
[2] CCCN1C(=O)/C(=C(\C#N)C(=O)Nc2ccc(S(N)(=O)=O)cc2)c2cc(Cl)ccc21
assay / entry	12	1	2
NCI/ADR-RES	107.2	98.9	91.6
A498	136.3	107.7	.
ACHN	98.7	106.3	59.4
RXF 393	109.2	97.0	57.9
NCI-H460	115.7	97.9	91.5
NCI-H522	102.4	89.5	60.6
CAKI-1	105.8	76.1	72.0
NCI-H226	86.8	87.4	.
NCI-H23	105.8	95.7	76.5

(next part)
[25] Cc1cc(C(C)(C)C)ccc1S
[26] O=C(/C=C\c1ccc(O)c(O)c1)c1ccccc1O
[27] CCC(=O)[N+](=O)c1ccc(C(=O)/C=C/c2ccc(N(C)C)cc2)cc1
[28] CN(C)C(=O)c1ccc(Cl)c(Cl)c1
[29] CCCOc1ccc(C#N)cc1
[30] COC(=O)[C@]12CC[C@@H](C)[C@H](C)[C@@H]1C1=CC[C@@H]3[C@@]4(C)C[C@@H](O)OC[C@](C)(C=O)C4C(=O)C[C@@]3(C)[C@]1(C)CC2 (stereo not given in full)
assay / entry	25	26	27	28	29	30
NCI/ADR-RES	111.8	74.3	66.2	98.3	112.9	10.9
A498	92.8	98.9	86.1	103.0	88.1	-1.0*
ACHN	.	78.3	98.1	104.9	101.9	7.9*
RXF 393	103.2	42.8	97.1	104.7	.	-7.0*
NCI-H460	113.8	61.5	101.7	109.3	100.5	-13.0*
NCI-H522	85.8	-61.3*	51.9	104.0	103.3	-41.9*
CAKI-1	93.1	8.0*	97.0	106.0	.	7.2*
NCI-H226	96.3	71.4	97.0	105.3	100.7	-21.5*
NCI-H23	107.6	86.5	92.6	100.9	115.1	5.1*

[31] CCOc1nc(-c2ccccc2)cc2c(O)c(C(=O)N/N=C/c3ccc(N(C)C)cc3)[nH]c(=O)c12
[32] Cc1c(CN)cc(-c2ccc(Cl)cc2)n1-c1ccccc1
[33] COc1ccc(-n2nnnc2-c2cn[nH]c2C(F)(F)F)cc1
[34] COc1cc(NS(C)(=O)=O)ccc1N
[35] COc1ccc(C/C(C)=C(/c2ccc(OCCN3CCOCC3)cc2)c2ccc(OC(=O)NCc3ccccc3)cc2)cc1
[36] O=C(CN1CCNCC1)NNc1ncnc2ccccc12
assay / entry	31	32	33	34	35	36
NCI/ADR-RES	105.4	88.1	128.6	101.1	99.8	106.2
A498	97.3	-7.7*	83.2	95.3	96.4	90.7
ACHN	101.5	74.7	99.3	101.5	95.2	102.3
RXF 393	122.9	84.6	-6.7*	95.5	93.9	117.8
NCI-H460	106.0	75.5	109.5	109.5	106.8	106.8
NCI-H522	80.4	68.0	79.3	99.2	75.8	97.0
CAKI-1	108.4	40.7	92.5	.	89.9	94.0
NCI-H226	97.1	38.4	91.0	94.1	95.5	96.8
NCI-H23	107.1	73.8	128.0	104.9	103.4	.

[37] CCN1C(=O)N(c2ccccc2)C2NC(=S)N(/N=C/C=C/c3ccccc3OC)C21 (stereo not given)
[38] CCOC(=O)Cn1c(-c2ccc(C)cc2)nc2cc3nc4ccccc4nc3cc21
[39] C[n+]1cccc(C(N)=O)c1
[40] COCCCNc1nc2ccccc2c2c(=O)c3cc(Cl)ccc3sc12
[41] N#CSCC1CC(O)(c2ccccc2)C(c2ccccc2)C(c2ccc(F)cc2)O1 (stereo not given)
[42] CCOc1ccc([C@H]2C(C(=O)c3ccc(Cl)cc3)C3(N[C@@H]2c2ccccc2)C(=O)Nc2ccc(Br)cc23)cc1 (stereo not given in full)
assay / entry	37	38	39	40	41	42
NCI/ADR-RES	6.9*	102.3	107.7	93.5	35.3	64.7
A498	3.5*	91.8	101.3	92.5	.	46.7
ACHN	29.2	100.6	107.0	83.9	25.2	10.7
RXF 393	62.2	111.9	98.6	96.5	25.9	16.6
NCI-H460	3.7*	104.0	113.2	99.2	25.2	2.8*
NCI-H522	9.9*	92.2	101.0	67.3	25.2	51.5
CAKI-1	19.5	96.1	106.5	71.0	15.2	31.8
NCI-H226	49.9	100.3	93.8	88.0	63.1	47.3
NCI-H23	39.6	93.6	99.5	86.0	7.2*	.

[43] Cc1cccc(OCC(O)CN2CCN(c3cccc(C)c3)CC2)c1 (stereo not given)
[44] C/C=N/NCCC#N
[45] CC(C)CCC(NS(=O)(=O)c1cc(I)c(N)c(I)c1)C(=O)O (stereo not given)
[46] Nc1ccc(Cl)nn1
[47] CC(C)(C)Cc1cssc1=S
[48] C(C#CCN1CCOCC1)#CCN1CCOCC1
assay / entry	43	44	45	46	47	48
NCI/ADR-RES	102.7	109.7	102.9	106.8	109.9	103.1
A498	88.2	104.5	88.0	131.6	115.0	101.3
ACHN	100.0	100.1	104.6	111.3	99.6	115.1
RXF 393	116.8	98.7	106.9	109.8	98.6	.
NCI-H460	105.6	107.1	118.1	125.3	107.5	108.7
NCI-H522	100.4	98.9	82.5	108.1	.	115.4
CAKI-1	97.6	94.4	98.3	115.3	91.0	108.3
NCI-H226	101.5	96.5	96.3	103.7	90.9	137.5
NCI-H23	97.8	105.7	99.0	107.4	112.2	100.2

[49] CNC(=O)c1cc(Oc2cccc3nc(Nc4ccc(Cl)c(F)c4)ccc23)ccn1
[50] COc1cccc(NC(=O)Nc2ccc(Nc3ncnc4sc5c(c34)CCNC5)cc2)c1
[51] Cc1ccccc1OC1=C(C#N)C(=N)N2C(=NN1)Sc1c(C)ccc(C)c12
[52] CC(C(=O)c1ccccc1)C(O)c1ccccn1 (stereo not given)
[53] NC(=O)NC(=O)c1nccnc1C(=O)O
[54] O=c1[nH]c(=O)c2[nH]c(=O)[nH]c2[nH]1
assay / entry	49	50	51	52	53	54
NCI/ADR-RES	49.5	102.2	101.7	106.1	108.3	106.0
A498	83.8	101.3	91.3	98.9	120.1	73.9
ACHN	38.5	101.0	98.4	94.1	103.6	100.9
RXF 393	8.2*	89.5	111.8	109.2	118.4	84.6
NCI-H460	60.6	100.7	95.8	103.7	109.4	103.8
NCI-H522	52.7	55.4	94.7	96.1	101.6	112.2
CAKI-1	87.9	97.8	86.8	.	93.4	101.0
NCI-H226	43.4	81.5	90.2	106.7	110.0	93.2
NCI-H23	62.4	91.9	92.6	95.4	105.1	92.8

[55] N#CC1=C(N)Oc2cc(O)ccc2C1c1cccs1 (stereo not given)
[56] Cc1cc(-c2ccc(N(C)C)cc2)c2sc(=O)[nH]c2n1
[57] COc1ccc(Nc2nnc(-c3ccc(OC)cc3)o2)cc1
[58] CC1(C)CC[C@]2(C(=O)N3CCNCC3)CC[C@]3(C)C(=CC[C@@H]4[C@@]5(C)C/C(=C/c6ccncc6)C(=O)C(C)(C)[C@@H]5CC[C@]43C)[C@@H]2C1
[59] CCCC(C)N (stereo not given)
[60] COc1cccc(C2C3=C(COC3=O)N(CCO)c3cc(OC)ccc32)c1 (stereo not given)
assay / entry	55	56	57	58	59	60
NCI/ADR-RES	93.4	45.5	98.8	110.8	110.8	-12.5*
A498	79.8	.	96.0	79.6	116.8	-6.9*
ACHN	92.3	83.2	106.8	106.5	99.3	31.9
RXF 393	91.8	51.2	98.6	112.0	119.9	15.9
NCI-H460	104.2	65.2	101.5	106.2	110.0	0.8*
NCI-H522	78.6	56.5	85.0	96.8	.	-34.8*
CAKI-1	80.3	46.9	98.0	96.0	92.0	36.7
NCI-H226	93.3	64.6	97.8	106.4	104.3	0.5*
NCI-H23	86.1	82.6	95.1	93.5	106.0	26.3

[61] CCOC(=O)c1c(Nc2ccccc2)nn(CC(O)c2ccccc2)c1N (stereo not given)
[62] O=[N+]([O-])c1ccc(NC(=S)NNC(=S)Nc2ccc(Br)cc2)cc1
[63] Fc1ccc(-c2csc(Nc3cccc(Nc4nc(-c5ccc(F)cc5)cs4)c3)n2)cc1
[64] CCCN1C2CCC1/C(=C\c1ccc(C)cc1)C1=C2[C@@H](c2ccc(C)cc2)C(C#N)=C(N)O1 (stereo not given in full)
[65] COC(=O)c1ccc2cn[nH]c2c1
[66] Cc1nc2scc(-c3ccccc3)n2c(=O)c1CCNc1ccc(S(=O)(=O)N=C(N)N)cc1
assay / entry	61	62	63	64	65	66
NCI/ADR-RES	92.9	84.5	63.7	96.4	102.6	104.1
A498	85.2	82.5	78.3	88.2	102.8	102.7
ACHN	98.5	70.8	51.8	97.5	93.2	85.8
RXF 393	95.4	103.1	75.5	102.1	145.4	104.8
NCI-H460	105.4	97.6	40.4	106.8	107.6	112.0
NCI-H522	86.6	81.1	6.2*	87.9	95.8	76.6
CAKI-1	94.9	75.6	46.4	78.9	88.5	88.7
NCI-H226	97.2	97.3	51.5	103.2	102.2	93.2
NCI-H23	92.2	86.1	.	93.3	96.2	98.9

[67] CCOC(=O)CCCC(=O)C(CCc1cccc2ccccc12)(C(=O)OCC)C(=O)OCC
[68] Cc1nc2ccc(Nc3nc(NCCN4CCOCC4)nc(N4CCOCC4)n3)cc2n1Cc1ccccc1
[69] CCCCCCCCCCCCC(C)O (stereo not given)
[70] Cc1ccc(NC(=O)/N=c2\oc3ccccc3cc2-c2cc3ccccc3[nH]2)cc1
assay / entry	67	68	69	70
NCI/ADR-RES	97.6	.	104.5	89.1
A498	107.7	82.7	128.4	107.9
ACHN	93.8	99.0	93.6	92.3
RXF 393	88.2	99.5	101.0	103.0
NCI-H460	98.9	103.8	104.9	99.0
NCI-H522	.	92.4	95.8	89.7
CAKI-1	94.9	94.4	93.9	85.1
NCI-H226	97.2	91.2	98.7	81.6
NCI-H23	97.5	99.4	101.5	84.4
